From PubChem BioAssay
PV pol inh – poliovirus RNA polymerase inhibition. P03300. poliovirus polymerase elongation, fluorescence polarization; hits give low values. % elongation, % (compound at 16.7 µg/mL). hit rate 0.66% among 150,000; in the data active = % elongation below about 90%; also: some results filed as inactive read as strong as hits
Target sequence (P03300 1749-2209 limits assumed): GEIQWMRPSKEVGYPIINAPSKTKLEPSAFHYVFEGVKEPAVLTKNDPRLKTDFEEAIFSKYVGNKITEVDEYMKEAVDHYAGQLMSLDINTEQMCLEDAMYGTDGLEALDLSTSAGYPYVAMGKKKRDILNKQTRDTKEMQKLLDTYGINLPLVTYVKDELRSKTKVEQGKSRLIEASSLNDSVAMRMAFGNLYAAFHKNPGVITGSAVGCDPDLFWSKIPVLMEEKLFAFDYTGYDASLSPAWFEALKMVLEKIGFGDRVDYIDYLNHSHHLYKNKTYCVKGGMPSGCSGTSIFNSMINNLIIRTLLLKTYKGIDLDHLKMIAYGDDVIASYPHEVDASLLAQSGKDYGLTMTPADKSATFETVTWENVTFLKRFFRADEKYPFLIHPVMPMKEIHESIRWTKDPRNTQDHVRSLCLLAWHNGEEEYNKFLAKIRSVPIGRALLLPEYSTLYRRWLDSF
PV pol inh FP z-score – second read-out of PV pol inh, no call of its own (marks repeat the call); z-score; measured here: FP z-score; hits read low
The depositor's hits bear a star; & = joins results of further samples.

Value order: PV pol inh FP z-score	PV pol inh
CC1=NN(c2ccc(C)cc2)C(=O)C1=C1SCCCS1
  0.3	104
Cc1noc(C)c1NC(=O)NCc1cc(F)cc2c1OCOC2
  0.3	103
Cc1cnc(C(=O)N(CC(=O)Nc2cccc(C)c2C)CC2CCCO2)cn1 (stereo not given)
  -0.2	101
Oc1ccc(-c2nc3c4ccccc4ncn3n2)cc1
  -0.3	99
CC1C(C#N)=C(SCC#N)NC2=C1C(=O)CC(C)(C)C2 (stereo not given)
  -0.3	99
CSc1nc(C)cc(Oc2ccc(=O)n(-c3ccccc3)n2)n1
  -0.8	99
CC(=O)N[C@@H](CSC/C=C(\C)CC/C=C(\C)CC/C=C(\C)CCC=C(C)C)C(=O)O
  0&0.1	101&100
CCOc1ccc(-n2nc3ccc(NC(=O)COc4ccc(OC)cc4)cc3n2)cc1
  -0.2	103
CC(C)(C)OC(=O)N1CCC(c2c(C(=O)NCc3cccc(Cl)c3)cnn2-c2ccc(F)cc2)CC1
  1.2	112
COc1ccc(N(C(=O)/C=C\C(=O)Nc2ccc(C)cc2)C(C(=O)NCc2ccco2)c2ccc(C)cc2)cc1 (stereo not given)
  1	114
O=c1ccc(-c2ccc(S(=O)(=O)NC3CCCCC3)s2)n[nH]1
  -0.1	101
CC12CCC(=O)N1C(C(=O)OCC(=O)c1ccc(F)c(F)c1)CS2 (stereo not given)
  0.1	106
Cc1ccc(Cn2nc3n(c2=O)-c2cc(Cl)ccc2OC3)cc1
  0.6	107
O=C1Nc2ccccc2C(=O)C1(O)O
  0.3	103
c1ccc(CCN2CCN(c3ccccc3)CC2)cc1
  -0.1	100
CCn1cc(C(=O)NCc2ccccc2)c(=O)c2cc(S(=O)(=O)N3CCCCC3)ccc21
  -0.2	103
COc1ccc(-c2n[nH]c(=S)n2C)cc1
  0.9	110
Cc1[nH]c2ccccc2c1C(Nc1cccc(C(F)(F)F)c1)c1ccccn1 (stereo not given)
  -0.7	99
Cc1cc(C)c2c(n1)nn1c(C)c(CCC(=O)NC3CCCC3)c(C)nc21
  -0.7	102
CCNC(=O)CSCc1ccc(C)cc1
  -0.6	97
Cc1cc(C)cc(C(=O)/C=C2\NC(=O)CS2)c1
  0.3	106
Cc1ccc(Nc2nc3nonc3n3nnnc23)cc1C
  -0.6	98
Nc1ncc(C(F)(F)F)cc1Cl
  1	105
CCOC(=O)C1=C(O)C(=O)N(CCCn2ccnc2)C1c1ccc(OC)cc1 (stereo not given)
  -0.4	99
CCS(=O)(=O)N1CCC(C(=O)OCC(=O)c2cc(C)n(C(C)C)c2C)CC1
  0	104
CC(=O)Nc1ccc(SCC(=O)C(C)(C)C)cc1
  -0.3	102
COC(=O)c1ccccc1OCCOCCOc1cccc2cccnc12
  -0.5	101
c1ccc(Cn2cc(Cn3nnc(-c4ccccc4)n3)nn2)cc1
  0.2	104
CC(C)(C)c1cc(NC(=O)/C=C/c2cccs2)n(-c2ccccc2)n1
  0.2	104
O=C(NCc1cccnc1)c1noc2c1CCCC2
  1.7	104

Part of the list above, as labelled records:
> COc1ccc(N(C(=O)/C=C\C(=O)Nc2ccc(C)cc2)C(C(=O)NCc2ccco2)c2ccc(C)cc2)cc1 (stereo not given)
  PV pol inh FP z-score: 1
  PV pol inh: 114
> O=c1ccc(-c2ccc(S(=O)(=O)NC3CCCCC3)s2)n[nH]1
  PV pol inh FP z-score: -0.1
  PV pol inh: 101
> CC12CCC(=O)N1C(C(=O)OCC(=O)c1ccc(F)c(F)c1)CS2 (stereo not given)
  PV pol inh FP z-score: 0.1
  PV pol inh: 106
> Cc1ccc(Cn2nc3n(c2=O)-c2cc(Cl)ccc2OC3)cc1
  PV pol inh FP z-score: 0.6
  PV pol inh: 107

The main list resumes with the 4 entries that preceded the break.
Value order: PV pol inh FP z-score	PV pol inh
COC(=O)c1ccccc1OCCOCCOc1cccc2cccnc12
  -0.5	101
c1ccc(Cn2cc(Cn3nnc(-c4ccccc4)n3)nn2)cc1
  0.2	104
CC(C)(C)c1cc(NC(=O)/C=C/c2cccs2)n(-c2ccccc2)n1
  0.2	104
O=C(NCc1cccnc1)c1noc2c1CCCC2
  1.7	104
CCC1CCCCN1C(=O)CCNC(=O)Cn1cnc2ccccc2c1=O (stereo not given)
  1.1	102
CCC(=O)Nc1c(C(=O)N2CCOCC2)oc2ccccc12
  -0.3	101
N#C/C=C/c1ccc(Br)cc1
  0	104
c1ccc(-c2[nH]ncc2CN2CCN(Cc3ccc4c(c3)OCO4)CC2)cc1
  -0.4	100
O=C(Cn1cc(/C=C2\SC(=S)NC2=O)c2ccccc21)NCc1ccco1
  -1.2	95
CCC1(CC)Cc2ccccc2-c2nc3n(c(=O)c21)CCS3
  0.4	103
Cc1ccc(S(=O)(=O)N(CCc2ccccn2)c2ccc(C(C)C)cc2)cc1
  0.3	107
O=C(NCc1cc(F)cc2c1OCOC2)c1ccc(N2CCOCC2)nc1
  0.6	103
CN(C)/C=C(\C(=O)Nc1ccc(F)c(F)c1F)S(=O)(=O)c1ccccc1
  0	105
COc1cc(-c2nc(=S)[nH][nH]2)cc(OC)c1OC
  1.1	104
Cc1ccc(C)c(NC(=O)C(c2ccccc2)N2Cc3ccccc3C2=O)c1 (stereo not given)
  -1.8	100
O=C(CN1C(=O)CCc2ccccc21)NCCc1ccccc1
  -0.1	101
COc1ccc(OC)c(C(=O)c2ccc(C(=O)N3CCCCC3)cc2)c1
  -0.3	99
Cc1oc(C(=O)NC(=O)Nc2cccc(C(F)(F)F)c2)nc1-c1ccccc1
  -0.1	101
CC(C)(C)NC(=O)C1C2CCCCC21 (stereo not given)
  0.6	104
COc1ccc(N2Cc3cccc(C(=O)Nc4ccc(Cl)cc4)c3C2=O)cc1
  0.9	110
CCOC(=O)c1c(C)oc2c1c(C=NCCC1=CCCCC1)c(O)c1ccccc12
  -0.5	100
Cc1ccc(C(CC(=O)NCc2ccco2)N2Cc3ccccc3C2=O)cc1 (stereo not given)
  -1.7	99
COc1cccc2sc(=NC(=O)COc3ccc(Cl)cc3Cl)n(C)c12
  -0.2	100
CC(CS(=O)(=O)c1ccc2c(c1)NC(=O)C(C)S2)C(=O)NCc1ccccc1 (stereo not given)
  0.2	103
Cc1ccc(S(=O)(=O)NCC(c2ccc(N(C)C)cc2)N(C)C)cc1 (stereo not given)
  0.5	102
Cc1ccc(C)c(OCCC(=O)NCc2ccc3c(c2)OCO3)c1
  -0.2	103
Cc1ccc(-c2nn(C)c(=O)c3ccccc23)cc1CNC(=O)c1ccco1
  0	104
CN(C)S(=O)(=O)c1ccc(NC(=O)CNCc2ccco2)cc1
  0.1	101
O=C(CCSCc1cnn(-c2ccccc2)c1-n1cccc1)NCc1cccs1
  -1.1	101
O=C1CCSc2cccc3cccc(c23)N1
  -0.3	101
Cc1ccc(-c2nnc(Nc3ccc(C(N)=O)cc3)c3ccccc23)cc1S(N)(=O)=O
  -0.8	97
Cc1ccc(NC(=O)CN2CCc3ccccc32)cc1C
  -0.2	98
CC(=O)Nc1cccc(-c2cn3cccnc3n2)c1
  -0.2	106
CN1CCN(C2=NC(=O)/C(=C\C=C/c3ccccc3)S2)CC1
  -0.8	99
Cc1cccc(NC(=O)NC2CC3CCCC(C2)N3CC(C)C)c1 (stereo not given)
  0.4	103
Cn1cccc1/C=C1\CCC/C(=C\c2cccn2C)C1=O
  -5.8	71
O=C(NCc1ccccc1)C1CCCN1c1nnc(N2CCCC2=O)s1 (stereo not given)
  1.3	106
COc1ccc(C2C(C#N)=C(/N=C/N(C)C)Oc3c2c(C)nn3-c2ccccc2)cc1 (stereo not given)
  0.6	105
CCn1c(=O)c(=O)[nH]c2cc(C(=O)NCC3CCCCC3)ccc21
  0.5	108
CNC1CCCC1
  0.3	105
CCOc1cc2c(C#N)c(N(CC)CC)nc(N)c2c(N)n1
  2.2	119
CCOC(=O)c1c(C)oc2nc(C)nc(N3CCN(c4ccc(C)cc4C)CC3)c12
  -0.8	101
COc1ccc(-c2[nH]c(-c3ccccc3)nc2SCC(=O)Nc2ccc3c(c2)OCCO3)cc1
  0	112
CC(C)OC(=O)C(C)Oc1ccc2c(-c3ccccc3)cc(=O)oc2c1 (stereo not given)
  1.2	107
O=c1[nH]n(CC2COC3(CCCCC3)O2)c(=O)c2ccccc12 (stereo not given)
  -0.5	101
Cc1ccc(CNC(=O)CN2C(=O)COc3ccc(S(=O)(=O)Nc4ccccc4)cc32)cc1
  -0.5	105
COc1ccc(C)c2sc(N(Cc3cccnc3)C(=O)c3cccs3)nc12
  0.9	111
Cc1ccc(NS(=O)(=O)N2CCCCC2)cc1
  -0.9	100
CNC(=O)Nc1cccc2cccnc12
  -0.5	101
O=C(NCc1ccccc1)c1ccccc1OCc1nnc(-c2ccc(Cl)cc2)o1
  -0.1	102
CCCCNc1nc2c(S(=O)(=O)c3ccccc3)nnn2c2ccsc12
  -0.3	101
COc1ccc(OCC2c3cc(OC)c(OC)cc3CCN2C(=O)COc2ccc(Cl)cc2Cl)cc1 (stereo not given)
  0.4	109
COC(=O)c1ccccc1NC(=O)Cc1ccc(Cl)cc1
  0.2	104
Cc1ccc(-n2c(-c3ccc(Br)cc3)nc3c(cnn3-c3ccccc3)c2=O)cc1
  0	105
Cc1ccc(-c2cc3nc(-c4ccccc4)cc(C(F)(F)F)n3n2)cc1
  -1	102
CC(C)Cc1nnc(N)s1
  0.3	102
COCCNc1oc(-c2ccc(OC)cc2)nc1C#N
  -0.1	103
COc1ccccc1NC(=O)CCC1CC(=O)OC1c1ccccc1 (stereo not given)
  1	105
C=CCNC(=O)CSc1nnc(-c2ccc3nonc3c2)n1C
  -0.2	103
CCN(CC)C(=O)Cn1c(=O)n(Cc2ccccc2)c(=O)c2c3c(sc21)CCC3
  -0.1	101
Cc1ccc2nc(CNC(=O)c3ccccc3)[nH]c2c1
  0	107
Cn1c(SCC(=O)N2CCCC(c3nc4ccccc4s3)C2)nc2ccccc21 (stereo not given)
  -0.6	98
Cc1ccnc(NC(=O)c2ccc3c(c2)C(=O)N(Cc2ccco2)C3=O)c1
  -0.3	101
CCC(C)NC(=O)/C=C/c1ccc(C)cc1 (stereo not given)
  0.7	103

Remaining list, next part.
Value order: PV pol inh FP z-score	PV pol inh
CCOC(=O)c1c(NC(=O)c2cc(=O)c3c(C)cc(C)cc3o2)sc2c1CCC2
  0.6	110
O=C(NCCCc1ccccc1)c1ccc(Br)o1
  0.1	101
CCOc1ccc(CNC(=O)CCn2nc(C)c3c(C)n(-c4ccccc4)nc3c2=O)cc1
  0.8	112
c1ccc(-c2ccc(CNCc3ccco3)o2)cc1
  0.1	102
CCc1ccc(C2=NC(C)(CC)NC(c3cc(Cl)ccc3O)C2)cc1 (stereo not given)
  0	102
CC1S/C(=N/N=C/c2ccccc2)NC1=O (stereo not given)
  1.3	106
Cc1cc(NC(C)c2ccccc2)n2c(nc3ccccc32)c1C#N (stereo not given)
  0.6	104
COc1ccc(CNC(=O)CCc2nc3cccnc3n2Cc2ccccc2)cc1
  -1.1	96
CCCCCCC1COC(c2ccc(O)cc2)OC1 (stereo not given)
  -0.3	98
COc1cc(CN(C(=O)c2ccc(OC(C)C)cc2)C2CCS(=O)(=O)C2)cc(OC)c1OC (stereo not given)
  -0.6	104
Cc1coc2cc3oc(=O)c(CC(=O)NCc4cccc(Cl)c4)c(C)c3cc12
  -1	104
Cc1nn(-c2ccccc2)c2c1-c1sc(C(=O)NCc3cccs3)cc1CC2
  1.2	103
O=C(O)CCCC(=O)N1N=C(c2ccccc2)CC1c1ccccc1 (stereo not given)
  -0.1	106
COc1ccc(-n2c(=O)[nH]c3cc(C(=O)NCCc4ccccc4)ccc3c2=O)cc1OC
  -0.4	104
CCc1ccc(NC(=O)Cn2c(=O)n(-c3ccc(OC)cc3)c(=O)c3ccc(C(=O)NCc4ccc(C)cc4)cc32)cc1
  0.3	106
Cc1cccc(NC(=O)Cn2nnc(C(=O)NCc3ccco3)c2N)c1
  0.8	112
Cn1cnn(CN2CCCCC2)c1=S
  0.5	109
CCOc1ccc(C(=O)NCc2nnnn2-c2ccc(C)c(C)c2)cc1OCC
  -0.8	105
COC(=O)c1ccc(Cn2ccnc2)cc1
  0.6	103
COc1ccc(CCNC(=O)c2c(O)nc3ccccn3c2=O)cc1
  -0.2	104
COc1cccc(NC(=O)Cn2c(=O)n(Cc3ccccc3)c(=O)c3c4c(sc32)CN(C(C)=O)CC4)c1
  0.9	108
COCCc1nn2c(=O)cc(COC(=O)c3ccc(C(C)(C)C)cc3)nc2s1
  -0.8	102
COc1ccc(-n2ccc(-c3ccccc3)nc2=S)cc1
  -0.1	104
Cc1ccc(C(=O)Nc2c(-c3ccccc3)nc3ccccn23)cc1C
  -0.8	102
Cc1ccc(S(=O)(=O)NCCC(=O)N2CCC2)cc1C
  0.4	105
CCOC(=O)c1ccc(NC(=O)c2cc(=O)[nH]c3ccccc23)cc1
  0.6	104
CCOc1ccc(NC(=O)C23CC4CC(CC(O)(C4)C2)C3)cc1
  -0.4	100

Some of the compounds tested; the hit share may differ from the screen's.
